Screening results deposited in PubChem by Sanford-Burnham Center for Chemical Genomics.
mIAP inh: blocks mouse intestinal alkaline phosphatase; purified mouse IAP, CDP-Star luminescence, 30 min; inhibition, % at 10 µM; 330,000 tested, 0.2% active; AID 2806;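 active = inhibition of at least 40% at 10 µM in the primary screen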;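 note: plate controls were DMSO with enzyme for no effect and no enzyme wells for full effect; values of inactives mirror those of a sister screen read the other way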
mIAP activ: mouse IAP activation | 330,000 tested, 0.24% active | activation factor at 10 µM | AID 2805 | muIAP, CDP-Star luminescence, 30 min; active compounds read high; 1 = vehicle-only enzyme signal, 0 = enzyme-free wells;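 active = activation factor of at least 2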; note: the source names both 10 and 20 µM as test concentration; values of inactives mirror those of a sister screen read the other way
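System: Mouse IAP enzyme | Also added: CDP-Star substrate | Dosing: Compounds dispensed in DMSO | Schedule: 30 min enzyme-substrate-compound incubation at room temperature | Technique: Chemiluminescence readout | Control set: DMSO-only wells and no-enzyme negative control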
HKDC1 inh: HKDC1 (human) hexokinase inhibition; Q2TB90; recombinant HKDC1, G6PDH/diaphorase resazurin coupled fluorescence; inhibition, % at 20 µM; 340,000 tested, 0.16% active;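 active = inhibition above about 35% when tested at 20 µM, limit read from the data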;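 note: plate controls were DMSO wells with enzyme for no effect and DMSO wells lacking enzyme for full effect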
Target sequence (Q2TB90 whole entry, looked up): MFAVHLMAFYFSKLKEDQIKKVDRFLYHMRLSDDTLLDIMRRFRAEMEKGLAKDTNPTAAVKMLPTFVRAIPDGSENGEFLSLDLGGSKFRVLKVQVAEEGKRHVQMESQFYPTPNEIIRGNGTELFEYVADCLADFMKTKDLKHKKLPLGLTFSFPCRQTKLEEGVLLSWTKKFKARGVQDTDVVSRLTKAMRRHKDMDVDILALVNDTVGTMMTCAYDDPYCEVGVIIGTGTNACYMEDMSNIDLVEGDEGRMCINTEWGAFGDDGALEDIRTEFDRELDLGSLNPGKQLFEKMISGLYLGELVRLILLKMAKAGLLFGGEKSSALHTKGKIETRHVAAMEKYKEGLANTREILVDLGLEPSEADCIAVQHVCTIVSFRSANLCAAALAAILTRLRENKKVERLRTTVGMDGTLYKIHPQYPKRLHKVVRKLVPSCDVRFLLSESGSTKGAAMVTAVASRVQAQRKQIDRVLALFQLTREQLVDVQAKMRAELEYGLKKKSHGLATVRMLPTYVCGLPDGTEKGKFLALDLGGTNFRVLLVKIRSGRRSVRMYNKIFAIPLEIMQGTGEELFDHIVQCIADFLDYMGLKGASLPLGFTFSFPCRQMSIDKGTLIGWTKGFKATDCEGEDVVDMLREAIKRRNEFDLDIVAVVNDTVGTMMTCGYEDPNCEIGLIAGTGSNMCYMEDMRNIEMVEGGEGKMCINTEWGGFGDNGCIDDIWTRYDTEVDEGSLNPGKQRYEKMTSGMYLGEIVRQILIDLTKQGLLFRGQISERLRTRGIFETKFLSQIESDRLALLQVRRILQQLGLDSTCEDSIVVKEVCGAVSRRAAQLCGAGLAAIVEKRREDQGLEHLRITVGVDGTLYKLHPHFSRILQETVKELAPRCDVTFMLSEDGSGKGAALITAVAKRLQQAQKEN
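Test system: Recombinant HKDC1 (HK5) hexokinase enzyme, produced in-house | Input: HKDC1 at 5 µg/mL | Buffer or medium: Tris pH 8.0 buffer with MgCl2, Tween-20, BSA, BME | Schedule: 90 min reaction incubation at room temperature, dark | Technique: Resazurin-to-resorufin fluorescence via G6PDH and diaphorase coupling, 525/613 nm | Controls: DMSO wells with and without enzyme mix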
PfGluPho inh: PfG6PD (Plasmodium falciparum) enzyme inhibition; PfGluPho enzyme, NADPH resazurin-diaphorase fluorescence; inhibition, % at 20 µM; 350,000 tested, 0.78% active; AID 504690;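 active = inhibition reaching at least a set limit at 20 µM in the primary screen, cut at about 59% in these data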;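 note: 0% = DMSO wells with substrate and 100% = DMSO wells lacking glucose-6-phosphate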
hIAP inh: human IAP inhibition; 330,000 tested, 0.12% active; P09923; inhibition, % at 10 µM; AID 2544; purified IAP, CDP-Star luminescence, 30 min;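 active = inhibition reaching a set limit with compound at 10 µM in the primary screen, cut at about 35% in these data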;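 note: plate controls were DMSO wells with enzyme for no effect and no-enzyme buffer wells for full effect; values of inactives mirror those of a sister screen read the other way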
ATG4B inhibitor: blocks human ATG4B protease cleavage of LC3 substrate; ATG4B cleavage of LC3-PLA2, NBD-HPC fluorescence, 1 h; 340,000 tested, 0.51% active; inhibition, % at 8.33 µM; AID 504462; Q9Y4P1; in the data active = inhibition above about 40%
APOBEC3A inh: human APOBEC3A DNA deaminase inhibition; recombinant A3A, FAM/TAMRA ssDNA deamination fluorescence; inhibition, % at 20 µM; 330,000 tested, 0.41% active; AID 493011;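 active = at least 40% inhibition at 20 µM here, with at most 30% in a related deaminase screen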;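 note: plate controls were A3A with DMSO for no effect and wells lacking A3A enzyme for full effect; some results filed as inactive read as strong as hits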
hIAP activ: increases human intestinal alkaline phosphatase activity | P09923 | purified human IAP, CDP-Star luminescence, 30 min; active compounds read high; 1 = vehicle-only enzyme, 0 = enzyme-free background | activation factor at 10 µM | 330,000 tested, 0.16% active | AID 2524;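 active = activation factor of the enzyme at least 2-fold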; note: the source names both 10 and 20 µM as test concentration; values of inactives mirror those of a sister screen read the other way
* hit, by the source's call; nt = no result given.

SMILES	mIAP inh	mIAP activ	HKDC1 inh	PfGluPho inh	hIAP inh	ATG4B inhibitor	APOBEC3A inh	hIAP activ
Cc1ccc(CNC(=O)C2CCCN2C(=O)Nc2ccccc2)cc1 (stereo not given)	2	0.98	-5	2	16	-1	2	0.84
O=C(O)C(CCCCN1C(=O)c2ccccc2C1=O)N1C(=O)c2ccccc2C1=O (stereo not given)	0	1	-4	-24	-6	3	8	1.1
COC(=O)C1=C(C)NC(C)=C(C(=O)OCC(C)C)C1c1ccccc1[N+](=O)[O-] (stereo not given)	13	0.87	-3	62*	6	-7	-3	0.94
Cc1n[nH]c(C)c1SCC(=O)Nc1ccc(F)cc1	0	1	-7	-5	-4	2	-5	1
O=C(COC(=O)c1cc(F)c(F)cc1Cl)NC1CC1	8	0.92	-14	0	-30	-10	0	1.3
c1ccc2[nH]c(CCCc3nc4ccccc4[nH]3)nc2c1	-7	1.1	1	-18	-42	6	-6	1.4
O=C(N=C1SC2CS(=O)(=O)CC2N1c1ccc(Br)cc1)C1CCCO1 (stereo not given)	4	0.96	-7	0	22	-3	-3	0.78
COc1ccc(N(C)C(=O)c2cn(C)c(=O)c3cc(OC)c(OC)cc23)cc1	-3	1	-5	5	12	7	0	0.88
COC(=O)Cc1ccc(OC(=O)C2CCN(S(=O)(=O)c3ccc(OC)c(OC)c3)CC2)cc1	-12	1.1	-1	-3	-12	-8	-1	1.1
O=c1[nH]cnc2c1c(-c1ccccc1)cn2-c1ccccc1	-5	1	1	10	-16	1	-3	1.2
CCc1cccc(CC)c1NC(=S)NCCc1c(C)[nH]c2ccccc12	-28	1.3	3	0	20	20	-3	0.8
C=CCn1c(SCCC)nc2sc3c(c2c1=O)CCc1ccccc1-3	-6	1.1	2	13	-4	2	-4	1
CCc1ccccc1NC(=O)C1C(c2ccccc2)C1(Cl)Cl (stereo not given)	-8	1.1	3	7	-2	10	1	1
O=C(Nc1ccc2nc3n(c(=O)c2c1)CCCC3)c1cc([N+](=O)[O-])ccc1F	-10	1.1	2	2	-6	-8	-1	1.1
Cc1ccc(C(C(=O)NCc2ccco2)N(CC2CCCO2)C(=O)Cn2nnc3ccccc32)cc1 (stereo not given)	-5	1.1	-6	-1	-40	-11	0	1.4
COc1ccc(NC(=O)C2CCCN2C(=O)OCc2ccccc2)cc1 (stereo not given)	2	0.98	-4	-5	-4	-4	-11	1
Cc1ccc(-n2nnnc2SC(C)C(=O)Nc2ccc(Cl)cn2)cc1 (stereo not given)	0	1	-6	2	-5	2	-1	1.1
Cc1ncc(CN2CCCC(C(=O)Nc3ccc(-c4cccc(F)c4)cc3)C2)cn1 (stereo not given)	-1	1	0	24	-32	19	-5	1.3
Cc1ccc(Nc2nnc(SC(C)C(=O)Nc3c(C)n(C)n(-c4ccccc4)c3=O)s2)cc1 (stereo not given)	-9	1.1	11	16	-15	-9	1	1.2
Cc1ccc2c(=O)cc(C(=O)NC3CCS(=O)(=O)C3)oc2c1 (stereo not given)	2	0.98	-5	3	16	-1	-6	0.84
CC1CCN(CCCNC(=O)c2ccc3c(=O)n(CCc4ccccc4)c(=O)[nH]c3c2)CC1	0	0.99	1	3	-3	-3	4	1
CCOc1ccc(S(=O)(=O)N2CCCCC2)cc1NC(=O)Cc1ccccc1	-7	1.1	-2	8	9	-5	3	0.91
CC(C)CC(NC(=O)c1ccc(Cl)cc1)C(=O)OCC(=O)c1ccc2c(c1)NC(=O)CO2 (stereo not given)	3	0.97	-1	-19	0	1	0	0.99
Clc1ccc(SCc2cn3ccccc3n2)cc1	11	0.89	15	-7	-9	0	-5	1.1
COc1ccc(C(C(=O)NC(C)(C)C)N(CC2CCCO2)C(=O)CCC(=O)Nc2cc(C)on2)cc1 (stereo not given)	-10	1.1	-5	15	-1	-16	-5	1
Going on with the list.
SMILES	mIAP inh	mIAP activ	HKDC1 inh	PfGluPho inh	hIAP inh	ATG4B inhibitor	APOBEC3A inh	hIAP activ
CC(C)(C)c1ccc(C(=O)NCC(=O)OCC(=O)NC(=O)NC2CCCC2)cc1	12	0.88	2	-11	5	-9	-5	0.95
CCCc1ccc(OCc2ccccc2)c2c(=O)cc(C(=O)OCC)oc12	-8	1.1	-3	4	-8	-7	0	1.1
COc1ccc2sc(-c3ccccc3OC)c(C#Cc3cncn3C)c2c1	10	0.91	12	-5	2	-4	-6	0.98
O=C1CNC(=S)N1Cc1ccc(F)cc1	3	0.97	-7	10	-10	0	-4	1.1
CC(C)Cc1ccc(CN2CCCC(NC(=O)c3nn(C)c(=O)c4ccccc34)C2)cc1 (stereo not given)	2	0.98	6	6	15	6	1	0.85
COc1cccc(C(=O)NCCNC(=O)c2ccc(C)nc2)c1	7	0.93	5	-15	-6	5	-2	1.1
Cc1ccc(-n2c(-c3ccco3)nc3c(cnn3-c3ccccc3C)c2=O)cc1	-17	1.2	-5	26	14	-15	-3	0.86
COc1ccc(/C=C/C(=O)NC(=S)NNC(=O)c2c(-c3ccccc3)noc2C)cc1	6	0.94	-38	-43	-27	-6	-2	1.3
CCc1c(C)nc(SCC(=O)NNC(=O)Cc2ccc(OC)cc2)[nH]c1=O	20	0.8	3	-2	-79	4	5	1.8
CC(C)NC(=O)Nc1cccc2c1O[C@H](CN(C)C(=O)NC1CCCCC1)[C@@H](C)CN([C@H](C)CO)C2=O	-10	1.1	1	-4	2	-4	-1	0.98
O=C(Nc1ccc(C(=O)O)cc1)/C(=C\c1ccccc1)NC(=O)c1ccco1	-2	1	-6	-14	5	3	3	0.95
CSc1nc2ccc(NS(=O)(=O)c3ccc([N+](=O)[O-])cc3)cc2s1	13	0.87	-3	-5	12	-3	0	0.88
C=CCOc1nc2c(c(=O)n(C)c(=O)n2C)n1Cc1ccc(Cl)cc1Cl	-7	1.1	-6	1	-9	-2	-5	1.1
Cc1ccc(CCNC(=O)C2CCC(=O)N2C(C)C)cc1 (stereo not given)	5	0.95	-10	14	8	2	-1	0.92
CN(C)/C=C/C(=O)c1cnc2sccn2c1=O	4	0.96	-6	-4	4	5	2	0.96
CCCN(CC(=O)Nc1ccccc1C)C(=O)CSc1ccccc1C	-2	1	-5	0	10	7	-6	0.91
COc1cccc(CNC(=O)CCn2ccc3cc(S(=O)(=O)N4CCCC4)ccc32)c1	-3	1	4	-15	6	7	-1	0.94
O=C(NCC1CCCO1)c1ccc2c(c1)N(Cc1ccccc1)C(=O)CS2=O (stereo not given)	0	1	-1	32	6	3	-3	0.94
CCNS(=O)(=O)c1cc(S(C)(=O)=O)ccc1Cl	4	0.96	-14	0	-3	0	1	1
Cc1cccnc1NC(=O)C1CC(=O)N(c2ccc3c(c2)OCCO3)C1 (stereo not given)	-5	1	-2	-5	-8	0	2	1.1
CN1CCC(=NNC(=O)CN(c2ccc(Oc3ccccc3)cc2)S(C)(=O)=O)CC1	8	0.92	-9	-4	-6	2	0	1.1
O=C(OCCCOC(=O)c1ccccc1O)c1ccccc1O	7	0.93	nt	nt	13	nt	-6	0.87
CCCNc1ccc(S(=O)(=O)N(CC)CC)cn1	-10	1.1	-4	-7	-11	-1	-2	1.1
CCOC(=O)c1c(S(=O)(=O)N2CCN(c3ccc(F)cc3)CC2)c(C)n(C)c1C	-5	1	-2	-5	6	4	0	0.94
Nc1cc(=O)n(Cc2ccccc2)c(=O)n1-c1ccc(F)cc1	-10	1.1	-4	3	8	-2	0	0.92
Going on with the list.
SMILES	mIAP inh	mIAP activ	HKDC1 inh	PfGluPho inh	hIAP inh	ATG4B inhibitor	APOBEC3A inh	hIAP activ
Cc1nn(CCOc2ccc(Br)cc2)c(C)c1[N+](=O)[O-]	0	1	-3	16	-8	-6	9	1.1
Cc1nn(-c2ccccc2)c2nc3c(cc12)C(=O)CCC3	-19	1.2	-1	-1	-2	-8	1	1
CCCCC1=CC2=CC(=O)C(C)(OC(=O)c3ccc(Cl)nc3)C(=O)C2=CO1 (stereo not given)	5	0.95	nt	nt	7	nt	-1	0.93
CC12CN3CCN(CC(C3)C1(O)CN1CCCCC1)C2 (stereo not given)	4	0.96	-1	7	-3	-5	1	1
O=c1[nH]n(-c2ncnc3c2cnn3-c2ccccc2)c(=O)c2ccccc12	7	0.93	2	-1	-81	-10	-1	1.8
COc1ccc(CC(=O)OCC(=O)Nc2cccc(Cl)c2)cc1	-6	1.1	5	6	-24	-1	0	1.2
O=c1c2c3c(sc2nc(NCCO)n1CCc1ccccc1)CCCCC3	4	0.95	-7	13	23	28	-1	0.77
Cn1c(SCC(=O)Nc2ccccc2F)nnc1-c1ccc(S(=O)(=O)N2CCOCC2)cc1	-2	1	-5	-4	19	4	-2	0.81
O=C(O)CCCCCN1C(=O)/C(=C\c2ccncc2)SC1=S	-6	1.1	4	-6	1	6	-4	0.99
CCC(=O)N1CCc2cc(-c3csc(NC(=O)c4ccco4)n3)ccc21	5	0.95	-4	32	-26	-23	-5	1.3
CCOc1ccccc1Oc1coc2cc(O)ccc2c1=O	-4	1	-6	-31	5	1	-4	0.95
CC1CC(=O)Nc2ccccc2N1S(=O)(=O)c1cccc(Cl)c1 (stereo not given)	-17	1.2	-2	1	7	-4	1	0.93
CN(C)[C@H]1N(C(=O)c2ccc(Br)cc2)N=C2c3ccccc3S(=O)(=O)N21	0	1	-6	7	12	-6	4	0.88
COC(CNC(=O)c1ccc2c(=O)n(Cc3ccc4c(c3)OCO4)c(=S)[nH]c2c1)OC	0	1	-2	-6	-5	-8	-6	1.1
CC(NC(=O)[C@@H](NC(=O)[C@@H]1Cc2ccccc2CN1)C(C)C)c1ccccc1 (stereo not given in full)	1	0.99	-4	-11	3	-3	3	0.97
Cc1cc(C)nc(SCc2n[nH]c(=S)n2C)n1	-3	1	0	12	-22	-4	-7	1.2
O=C(Cn1cnc2c(cnn2-c2ccccc2)c1=O)N1CCCc2ccccc21	-4	1	-4	-1	5	-14	-6	0.95
COc1cc(/C=C2/S/C(=N/S(=O)(=O)Cc3ccccc3)NC2=O)c([N+](=O)[O-])cc1OC	14	0.86	4	18	5	-11	-2	0.95
CC(Nc1nc2ccccc2n2cnnc12)c1ccccc1 (stereo not given)	6	0.94	3	23	1	-2	2	0.99
COC(=O)C1=C(C)NC(=S)NC1c1ccc(-c2cc(Cl)ccc2Cl)o1 (stereo not given)	4	0.96	11	35	0	3	-1	1
O=C(Nc1ccc(-c2n[nH]c(=S)o2)cc1)c1ccccc1Br	-3	1	2	15	-30	-2	-8	1.3
Cc1cccc(NC(=O)CSc2nnc(-c3ccco3)c(-c3ccco3)n2)c1	34	0.66	10	27	12	9	36	0.89
Cc1nnc2n(c1=O)C(CS(=O)(=O)c1ccccc1)CS2 (stereo not given)	-2	1	-2	-18	6	-2	2	0.94
CCOCCn1c(CN2CCCC(C)C2)nc2c1c(=O)n(C)c(=O)n2C (stereo not given)	5	0.95	-2	9	0	-11	1	1
Cc1cc(NCc2cccnc2)no1	8	0.92	-8	-8	-4	7	-2	1
O=S(=O)(NCCN1CCOCC1)c1ccc2ccccc2c1	1	0.99	-3	6	-2	-5	-3	1
